High-throughput results: PubChem, several laboratories
proCasp3 act: procaspase-3 (human) activation. P42574. recombinant procaspase-3 D3A, Ac-DEVD-pNA absorbance 405 nm. activation, % at 8.5 µM. actives 0.11% (n = 330,000);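 active = activation above the mean of all tested compounds plus 3 SD, cut at about 21% in these data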;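 also: 0% = DMSO alone and 100% = DMSO wells spiked with extra 5 µM PC-3 D3A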
Target sequence (P42574 whole entry D9A/D28A/D175A): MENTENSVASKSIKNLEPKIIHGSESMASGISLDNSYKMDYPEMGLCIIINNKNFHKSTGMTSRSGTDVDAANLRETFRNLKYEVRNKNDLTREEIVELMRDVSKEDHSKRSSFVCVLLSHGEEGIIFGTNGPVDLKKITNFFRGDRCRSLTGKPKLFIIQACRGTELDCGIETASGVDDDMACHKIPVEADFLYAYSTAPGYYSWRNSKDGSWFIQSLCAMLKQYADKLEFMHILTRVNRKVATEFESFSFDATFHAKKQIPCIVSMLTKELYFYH
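Evaluation: percent activation relative to control range; Material: Procaspase-3 D3A mutant, all three cleavage aspartates alanine; Compound: single dose, 8.5 µM nominal compound, 0.8% DMSO; Replication: one well per compound; Signal: absorbance at 405 nm, 0 and 120 min; Schedule: 1 h preincubation plus 2 h reaction at 25 °C.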
AGP1-GFP MLPCN: yeast TOR pathway AGP1-GFP modulation | S. cerevisiae AGP1-GFP multiplex flow cytometry, 3 h; GFP as percent of DMSO wells | GFP response vs DMSO, % at 10 µM | actives 0.02% (n = 320,000) | AID 2066;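 active = GFP response relative to DMSO above a set limit, near screen average plus 3 SD, cut at about 150% in these data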;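 also: median GFP channel fluorescence of the gated AGP1 strain per well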
MEP2 TOR yeast: yeast TOR pathway MEP2-GFP modulation | AID 2016 | GFP response vs DMSO, % at 10 µM | S. cerevisiae MEP2-GFP strain, flow cytometry GFP, 3 h; 100% = DMSO control level | actives 0.51% (n = 330,000);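 active = GFP response versus DMSO above a set limit, roughly screen mean plus 3 SD, cut at about 180% in these data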;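 also: median GFP fluorescence of the barcode-gated MEP2-GFP cells per well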
procasp7 counter: counter-screen for procaspase-3 activators: activators of human procaspase-7 | AID 463210 | actives 0.093% (n = 330,000) | P55210 | activation, % at 8.5 µM | recombinant procaspase-7, Ac-DEVD-pNA absorbance 405 nm; D23A/D198A/D206A triple mutant, cannot self-cleave; scale: DMSO 0, 5 µM enzyme 100;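 active = percent activation above the screen-wide mean plus 3 SD, cut at about 25% in these data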
Target sequence (P55210 whole entry D23A/D198A/D206A): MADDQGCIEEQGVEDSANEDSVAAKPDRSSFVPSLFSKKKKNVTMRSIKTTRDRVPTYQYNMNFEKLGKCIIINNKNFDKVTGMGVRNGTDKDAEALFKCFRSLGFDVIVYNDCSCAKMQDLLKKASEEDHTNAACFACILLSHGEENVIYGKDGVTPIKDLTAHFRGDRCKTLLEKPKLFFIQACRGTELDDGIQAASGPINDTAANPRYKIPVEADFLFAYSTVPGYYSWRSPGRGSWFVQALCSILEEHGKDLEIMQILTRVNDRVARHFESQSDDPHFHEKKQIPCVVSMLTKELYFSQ
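System: Procaspase-7 triple mutant (PC-7 D3A); measure: % activation from two-timepoint absorbance difference, scaled to controls; times: 1 h compound preincubation, 2 h substrate cleavage, 25 °C; also added: Ac-DEVD-pNA substrate, 400 µM as added; measured by: Epi-absorbance of released pNA at 405 nm, two timepoints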
AHR activator: human AHR activation. P35869. AHR-responsive luciferase reporter cells, luminescence. activation, % at 5 µM. actives 2.5% (n = 320,000). AID 2796; in the data active = activation above about 47%;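 also: 0% = vehicle wells and 100% = reference agonist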
LAP4-GFP MLPCN: yeast TOR pathway LAP4-GFP modulation | S. cerevisiae LAP4-GFP multiplex, flow cytometry GFP, 3 h; median GFP as percent of DMSO wells | GFP response vs DMSO, % at 10 µM | actives 0.34% (n = 320,000) | AID 2023;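 active = GFP response vs DMSO above a set limit, about the screen mean plus 3 SD, cut at about 150% in these data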
CIT2 TOR yeast: alters CIT2-GFP fluorescence in TOR pathway yeast screen. GFP response vs DMSO, % at 10 µM. S. cerevisiae CIT2-GFP strain, flow cytometry, 3 h; 100 means same as DMSO wells. actives 0.065% (n = 320,000). AID 2029;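 active = GFP response relative to DMSO above a set limit, near the screen mean plus 3 SD, cut at about 150% in these data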;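 also: ratio of well median GFP fluorescence to mean of DMSO wells on the plate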
RPL19A-GFP yeast: alters RPL19A-GFP fluorescence in TOR pathway yeast screen. S. cerevisiae RPL19A-GFP strain, flow cytometry, 3 h; stronger effect = lower value. AID 2025. percent response vs DMSO, % at 10 µM. actives 0.3% (n = 330,000);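 active = percent response vs DMSO below 50%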;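 also: median channel GFP fluorescence of the barcoded RPL19A-GFP strain; ratio of sample median GFP to plate DMSO average so 100% = DMSO; lower means less RPL19A-GFP as with rapamycin TOR inhibition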
* hit, by the source's call; / = not tested or not shown.

SMILES	proCasp3 act	AGP1-GFP MLPCN	MEP2 TOR yeast	procasp7 counter	AHR activator	LAP4-GFP MLPCN	CIT2 TOR yeast	RPL19A-GFP yeast
Cc1ccc(S(=O)(=O)Cc2ccc(C(=O)N3CCN(c4ccccn4)CC3)o2)cc1	-0.8	104.4	99.7	-3.3	17.1	97.8	101.1	100.3
O=C(N/N=C\c1ccc(COc2ccc([N+](=O)[O-])cc2)o1)c1ccc(Cl)cc1	1.2	93.3	91.5	0.8	5.0	89.4	87.9	91.5
O=P(O)(C(O)c1ccccc1)C(O)c1ccccc1 (stereo not drawn)	7.9	94.0	94.9	-3.6	1.5	112.2	94.6	106.6
Cc1cc(C)c(OC2(c3ccccc3)OC(=O)c3ccccc32)c(C)c1 (stereo not drawn)	2.3	100.7	110.3	-4.0	-1.2	106.2	109.9	102.1
COC(=O)c1c(NC(=O)CN2CCN(c3cccc(Cl)c3)CC2)sc(C)c1C	-8.0	96.5	98.2	-0.1	-0.2	104.0	96.0	97.8
CCN(CC)S(=O)(=O)c1cccc(-c2n[nH]c(=S)n2Cc2ccccc2)c1	-17.9	107.0	108.5	-33.0	-0.1	100.6	107.7	102.3
OCCNCC(O)Cn1ccc2ccccc21 (stereo not drawn)	-1.2	104.0	102.8	-0.9	0.4	101.1	105.6	102.3
CC(=O)c1ccc(N=Nc2ccc(N(C)C)cc2)cc1	3.8	100.3	107.0	-10.1	0.0	90.2	99.8	109.1
O=C(CSc1c[nH]c2ccccc12)NCc1ccc2c(c1)OCO2	11.4	108.5	101.7	1.4	11.8	123.4	110.3	98.0
Cc1ccc(-c2c(C#N)c(N)n3c(nc4ccccc43)c2C#N)cc1	4.5	101.8	92.3	-5.6	48.8*	93.6	108.2	/

Entries of single compounds, quoted from the list:
O=P(O)(C(O)c1ccccc1)C(O)c1ccccc1 (stereo not drawn) is entered as proCasp3 act: 7.9; AGP1-GFP MLPCN: 94.0; MEP2 TOR yeast: 94.9; procasp7 counter: -3.6; AHR activator: 1.5; LAP4-GFP MLPCN: 112.2; CIT2 TOR yeast: 94.6; RPL19A-GFP yeast: 106.6
OCCNCC(O)Cn1ccc2ccccc21 (stereo not drawn) is entered as proCasp3 act: -1.2; AGP1-GFP MLPCN: 104.0; MEP2 TOR yeast: 102.8; procasp7 counter: -0.9; AHR activator: 0.4; LAP4-GFP MLPCN: 101.1; CIT2 TOR yeast: 105.6; RPL19A-GFP yeast: 102.3
Cc1ccc(-c2c(C#N)c(N)n3c(nc4ccccc43)c2C#N)cc1 is entered as proCasp3 act: 4.5; AGP1-GFP MLPCN: 101.8; MEP2 TOR yeast: 92.3; procasp7 counter: -5.6; AHR activator: 48.8*; LAP4-GFP MLPCN: 93.6; CIT2 TOR yeast: 108.2; RPL19A-GFP yeast: /

Remaining list, next part.
SMILES	proCasp3 act	AGP1-GFP MLPCN	MEP2 TOR yeast	procasp7 counter	AHR activator	LAP4-GFP MLPCN	CIT2 TOR yeast	RPL19A-GFP yeast
O=C(COc1ccc(S(=O)(=O)N2CCCC2)cc1Cl)NC1CCCC1	-6.7	97.8	103.5	-24.6	25.8	106.4	102.2	/
CCOC(=O)CSc1nnc(Cc2ccccc2)n1-c1ccc(C)cc1	8.6	94.7	97.5	-10.2	2.8	92.5	95.2	91.1
CCOC(=O)c1ccc(NC(=S)NCCCN2CCOCC2)cc1	-4.8	87.1	88.2	10.8	0.0	79.7	88.1	95.0
CCCCn1c(S(=O)(=O)O)nc2ccccc21	-3.9	103.7	98.5	-0.7	-0.8	88.0	/	101.4
COc1cc(-c2cc(C(=O)Nc3ccc(O)cc3)c3ccccc3n2)cc(OC)c1OC	-7.3	93.3	101.5	-2.2	17.9	93.6	94.7	98.8
COC(=O)c1cccc(NC(=O)NC23CC4CC(CC(C4)C2)C3)c1	0.3	98.3	98.3	8.5	7.5	93.6	102.1	98.0
COC(=O)c1cccc(N/C=C(\[N+](=O)[O-])S(=O)(=O)c2ccccc2)c1	-12.3	95.9	98.6	-1.5	-1.1	91.3	95.6	104.8
COc1cc(CC(NC(C)=O)C(=O)NC2CCN(C(=O)Nc3ccccc3C)CC2)cc(OC)c1 (stereo not drawn)	0.5	99.3	100.6	6.2	1.5	90.3	113.7	99.3
CCc1cc2c3c(c1)C(C)CC(C)(C)N3C(=O)/C2=C1\SC(=O)NC1=O (stereo not drawn)	5.7	99.6	95.3	3.3	-0.9	102.9	94.3	96.2
COc1cccc(-n2nc(C(C)=O)c(=O)[nH]c2=O)c1	8.7	94.9	97.8	-1.1	-2.3	96.7	86.7	93.6
O=C1NC(Cc2c[nH]c3ccccc23)C(=O)N1Cc1cccc2ccccc12 (stereo not drawn)	3.0	102.3	107.4	-7.0	7.6	107.6	101.8	104.8
O=C(Cc1c(F)cccc1Cl)Nc1ncc([N+](=O)[O-])s1	-1.6	98.3	88.0	-5.6	48.5*	105.9	94.2	96.8
O=C(CCC(=O)c1ccc(F)cc1)Nc1cccc(Br)c1	-8.1	84.7	96.2	-2.3	31.2	89.5	89.1	96.6
N#CC(c1ccc(F)cc1)c1ccc(C(=O)c2ccc(F)cc2)cc1 (stereo not drawn)	-2.5	91.7	94.0	-10.4	0.1	97.5	79.8	93.9
Nc1nc(SCC(=O)c2ccc(Br)s2)n[nH]1	6.3	98.9	97.5	0.4	1.7	103.2	92.4	96.1
O=C(Nc1ncc(Cc2cccc(C(F)(F)F)c2)s1)C1CCCO1 (stereo not drawn)	8.5	100.0	99.2	7.0	-2.4	99.4	92.5	94.8
Cn1cc(S(=O)(=O)N2CCc3ccccc32)cc1C(=O)Nc1ccc(Cl)cc1	5.6	96.3	96.8	9.2	6.9	93.1	93.3	99.2
O=C(c1cc(-c2cccnc2)nc2ccc(Cl)cc12)N1CCN(S(=O)(=O)c2cccs2)CC1	8.3	97.8	88.1	-1.8	13.6	68.9	95.5	102.5
COc1ccc(S(=O)(=O)NNc2nc(C)cc(C)n2)cc1[N+](=O)[O-]	0.0	101.0	97.2	-6.5	-0.8	95.9	98.3	98.3
COc1cc(NC(=O)CCN2CCN(C)CC2)cc(OC)c1	3.1	97.4	110.9	5.9	1.0	84.6	100.9	99.3
Cc1cc(Cl)c(S(=O)(=O)N2CCN(c3ccc(F)cc3)CC2)cc1OCC(N)=O	-3.3	95.9	102.6	-2.2	-0.8	105.3	92.7	96.9
COc1ccc(-c2nnc(SCC(=O)Nc3cc(S(=O)(=O)N4CCCCC4)ccc3Cl)n2N)cc1	14.4	105.6	101.5	0.6	-3.4	94.6	105.8	105.2
COc1cc(NC(=O)c2cc(-c3ccccc3Cl)on2)cc(OC)c1OC	-1.6	91.3	104.4	0.6	-4.0	93.9	103.8	101.4
Cc1cc(=O)n(CCc2ccccc2)c(O)c1C#N	-3.4	95.3	99.1	2.0	3.5	94.9	97.0	98.6
Cc1cccc(NC(=O)CSc2nnc(NC(=O)c3ccc(S(=O)(=O)N4CCOCC4)cc3)s2)c1C	7.1	96.7	94.1	2.6	-2.0	97.5	101.4	97.3
CCCOc1ccc(Cn2cnc3ccccc32)cc1	-0.8	95.2	97.5	-2.0	2.6	105.5	95.8	97.0
O=C(CCC(=O)OCC(=O)c1ccc([N+](=O)[O-])cc1)NC1CCCCC1	-25.6	97.7	104.7	-26.3	-1.0	96.9	95.9	102.0
CCCn1c(SCC(=O)Nc2cccc(C)n2)nnc1-c1ccco1	1.4	99.9	101.6	9.2	2.9	102.5	91.9	100.0
CN1CCCC1=Nc1c2c(nc3ccccc13)N(C)CC2	-3.6	99.5	105.2	-10.4	-2.0	94.6	102.7	103.2
O=[N+]([O-])c1cccc(/C=N/Nc2nc(N3CCCCC3)nc(N3CCCCC3)n2)c1	0.5	111.4	101.0	-1.5	3.3	110.9	106.2	108.8
CCCCS(=O)(=O)C1CCS(=O)(=O)C1 (stereo not drawn)	0.9	96.4	104.3	2.9	-1.0	98.1	104.8	97.6
O=C(C1CC1)N1CCN=C1SCc1cccc(C(F)(F)F)c1	9.3	92.6	113.5	1.5	5.9	93.6	87.9	94.5
COc1ccc(Nc2nnc(Cc3ccncc3)c3ccccc23)c(OC)c1	2.2	100.0	109.6	1.4	10.7	104.3	100.3	109.6
O=C(O)CC1Sc2nc3ccccc3n2C1=O (stereo not drawn)	6.0	97.1	99.6	0.9	0.8	95.3	101.5	97.4
CCC1CCCCN1S(=O)(=O)c1ccc(NC(=O)CSc2ncccc2C(=O)O)cc1 (stereo not drawn)	8.2	102.2	99.9	-0.1	-0.3	106.1	103.5	100.2
Cc1cc(C)n(CCN(C)Cc2nc(Cc3ccccc3F)no2)n1	-5.7	96.9	99.0	-7.7	0.0	94.6	/	95.2
Cc1ccc(/C=C/C(=O)OCC(=O)Nc2ccc3[nH]c(=O)[nH]c3c2)o1	3.7	105.6	101.0	6.0	0.6	101.6	94.4	97.5
COc1ccccc1NC(=O)COC(=O)C12CC3CC(CC(Br)(C3)C1)C2	-2.1	105.8	95.1	14.7	-0.7	114.8	82.2	95.3
C/C(=N\OC(=O)c1ccc(Cl)cc1)c1nccs1	1.0	95.5	101.0	12.4	-0.3	116.3	85.6	101.0
O=C(CS(=O)c1cccc(C(F)(F)F)c1)Nc1ccc(Cl)cc1Cl (stereo not drawn)	0.4	99.3	102.3	-3.3	-0.2	97.2	99.4	100.7
O=C(O)c1cccnc1SCc1ccc([N+](=O)[O-])cc1	3.6	91.7	96.1	7.0	0.1	95.9	103.2	96.2
Cc1cc(Cl)ccc1OCC(=O)N(Cc1ccco1)C1CCS(=O)(=O)C1 (stereo not drawn)	-1.6	102.2	101.0	7.3	0.7	102.4	103.2	101.9
COc1ccc(S(=O)(=O)N2CCCCC2)cc1NC(=O)Cc1sc(C)nc1-c1ccc(F)cc1	-6.2	101.3	98.9	9.5	2.5	100.2	97.2	98.6
CN(Cc1cccs1)C(=O)CSc1nnnn1C	7.0	107.6	108.9	-2.3	3.2	97.0	108.8	105.4
Cn1c(=O)c2c(nc3n2CCS3)n(C)c1=O	6.3	103.3	93.3	5.5	0.6	111.2	94.6	97.0
CC(C)COP(=O)(c1ccc(N(C)C)cc1)C(O)c1ccc(Br)cc1 (stereo not drawn)	-3.4	104.0	113.4	18.0	2.1	104.5	97.0	102.6
Cc1cc(=O)[nH]c(SCC(=O)Nc2nc3c(s2)CCCC3)n1	4.4	95.5	100.7	-5.6	1.4	105.5	95.0	98.4
O=C(NCCc1ccccc1F)C1CCCN(c2nc3ccccc3s2)C1 (stereo not drawn)	6.1	102.2	97.8	3.4	4.4	106.3	106.0	97.7
O=C(COC(=O)Cn1cnc2ccccc21)NCc1ccc(F)cc1	8.2	95.9	94.4	6.1	-0.4	95.6	90.5	95.8
COC(=O)C1=C(C)NC(=O)NC1c1ccc(-c2ccc(F)cc2)o1 (stereo not drawn)	-16.7	99.7	95.4	-19.7	3.2	99.3	99.5	98.1

No enrichment for hits. Share with any hit: about 3.5%.
